Screening data as filed in PubChem.
mcGAS RapidFire: mouse cGAS inhibition by mass spec. Q8C6L5. recombinant mouse cGAS, cGAMP by RapidFire MS. inhibition, % at 12.5 µM. 0.18% of 130,000 active. AID 1259397;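 active = inhibition of cGAS enzyme activity at or above 60%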;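 note: enzyme stimulated by 45 bp dsDNA with ATP and GTP substrates; cGAMP share of summed cGAMP plus half ATP and half GTP signals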
Target sequence (Q8C6L5 whole entry, looked up): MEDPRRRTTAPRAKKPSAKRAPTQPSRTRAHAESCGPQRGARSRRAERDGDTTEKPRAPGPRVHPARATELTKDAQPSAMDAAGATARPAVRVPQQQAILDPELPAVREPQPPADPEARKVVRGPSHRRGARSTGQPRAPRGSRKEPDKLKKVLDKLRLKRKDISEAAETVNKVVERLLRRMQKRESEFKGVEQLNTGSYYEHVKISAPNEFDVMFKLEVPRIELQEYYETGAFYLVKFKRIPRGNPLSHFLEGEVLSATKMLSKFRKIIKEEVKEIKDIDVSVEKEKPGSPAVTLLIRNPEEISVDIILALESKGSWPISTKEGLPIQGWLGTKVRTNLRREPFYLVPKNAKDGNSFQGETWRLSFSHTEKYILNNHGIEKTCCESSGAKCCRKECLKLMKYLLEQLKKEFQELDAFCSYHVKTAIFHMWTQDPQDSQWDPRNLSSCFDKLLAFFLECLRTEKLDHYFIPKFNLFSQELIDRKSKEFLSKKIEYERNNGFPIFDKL
* hit, by the source's call; & = joins results of further samples.

SMILES	mcGAS RapidFire
C/C(=N/NC(=O)CN(c1cc(C(F)(F)F)ccc1Cl)S(C)(=O)=O)c1cccc([N+](=O)[O-])c1	-8.3
Nc1nc(-c2ccccc2)cc(C(F)(F)F)n1	-5.9
Cc1cccn2c(CNC(C)CCn3cccn3)cnc12 (centres undefined)	-23.5
COc1cccc(CN2C(=O)c3cccc(N)c3C2=O)c1	-4.9
O=C1CCN(c2ccc(Cl)cc2)CC1	-16.6
Cc1cccc(C)c1Oc1ncccc1CNC(=O)C1COC(=O)N1 (centres undefined)	-9.4
CCC12CC3CC(O)(C1)CC(C(=O)NCCC(=O)Nc1nccs1)(C3)C2 (centres undefined)	-28.2
CC(=O)C1=C(C)C(C#N)C(=O)S1 (centres undefined)	41.2
O=c1nc2n(c3ccccc13)CC/C2=C\c1c[nH]c2ccccc12	-9.8
COC(=O)CN1CCCN(C(=O)Nc2nc(C)cs2)CC1	-1.7
CNC(=O)Cc1ccc(-c2ccc(C(C)OC)cc2)cc1 (centres undefined)	-19.0
CCNc1ncc(-c2nccn2CCn2cccn2)cn1	-16.7
CN1CC[C@H]2CC[C@@H](C1)N2c1nc(-c2ccncc2)nc2c1CNC2	-16.5
Cc1nc2sc3c(c2c(=O)o1)CCC(C)C3 (centres undefined)	2.1
CC(=O)Nc1ccc(S(=O)(=O)Oc2cccc(CNCCN(C)C)c2)cc1	-2.9
OCCOc1ccccc1CN1CC[C@@]2(O)CCCC[C@H]2C1	-22.1
CC1CCN(Cc2nnnn2CCCC(=O)N2CCN(CC(=O)N(C)C)CC2)CC1	1.5
Cc1noc2c1C(c1ccc(-c3nc4ccccc4n3C)o1)CC(=O)N2 (centres undefined)	-4.3
Cc1sc2nc(CSc3nnc4n3CCCCC4)[nH]c(=O)c2c1C	-6.1
CCN(C)C(=O)C1CSCN1S(=O)(=O)/C=C/c1ccccc1 (centres undefined)	-40.4
COc1ccc(-c2cn(CC(=O)N(C)c3cccc(C)c3)nc2N2CCOCC2)cc1	-4.3
CCc1ccc(-c2nc(SCc3cc(=O)c(O)co3)n[nH]2)cc1	1.3
COc1ccc(NC(=O)c2cccnc2Nc2cc(Cl)ccc2C)cc1	2.3
Cn1c(SCC(=O)NC(=O)Nc2ccc3c(c2)OCCO3)nnc1C(F)(F)F	-5.2
COc1ccc(-c2nc(CN3CCN(C(C)=O)CC3)c(C)o2)cc1OC	-0.4
FC(F)(F)c1ccnn1-c1nc(-c2ccc3c(c2)OCCO3)cs1	1.0
Cc1ccc(NC(=O)C2(C)CCN2C(=O)CC2CCCC2)cc1 (centres undefined)	-1.9
C=CCN(Cc1ccccc1Cl)C(=O)CCC1CCOC1=O (centres undefined)	-7.4
N#CC(=Cc1ccc(Cl)cc1Cl)S(=O)(=O)c1ccc(Cl)cc1	-0.2
Cc1nnc(NC(=O)Cc2n[nH]c(=O)c3ccccc23)s1	-11.3
COCc1cc(CN2CCCC(C(=O)c3ccc(OC)c(OC)c3)C2)ccc1OC (centres undefined)	5.5
CC(=O)CSc1nc(C)nc2scc(-c3cccs3)c12	-42.1
N#Cc1ccc(OCCN2CCN(CCNC(=O)c3ccco3)CC2)cc1	-14.6
O=C(c1n[nH]c(=O)c2ccccc12)N1CCCN(Cc2ccc(F)cc2)CC1	6.0
CCN(Cc1nccn1C)C(=O)c1ccc(N2CCSCC2)nc1	-10.7
CC1Cc2cc(CN(C)Cc3ncc[nH]3)ccc2O1 (centres undefined)	8.9
Cc1nc(Cl)cc(N2CCCC2C(=O)NCc2ccco2)n1 (centres undefined)	-9.8
CCc1cn[nH]c1C1CCN(C(=O)c2cc(-c3cnn(C)c3C)n[nH]2)CC1	-14.8
COc1ccc(-c2nccn2CC(C)(C)OC)c(Cl)c1OC	-14.4
Cc1ccc(N(CC(=O)NCCSc2ccccn2)S(=O)(=O)c2ccc(F)cc2)cc1	-11.0
Nc1[nH]nc2nc(N3CCCCC3)nc(-c3ccco3)c12	12.4
FC(F)(F)c1cc(-c2ccoc2)c2nc[nH]c2c1	-14.8
O=C(Nc1nc(CC(=O)N2CCn3c2nc2ccccc23)cs1)C1CCCC1	-31.4
O=c1cccc2n1CC1CC2CN(c2nc(NCCC3=CCCCC3)nc(N3CCCC3)n2)C1 (centres undefined)	-15.2
Cc1cc(C(=O)NC(C)c2ccccc2Br)sc1C (centres undefined)	-2.6
O=S(=O)(CC1CC1)c1ncc(CN2CCOCC2)n1CC1CCCO1 (centres undefined)	-6.4
C=CCn1c(C)csc1=Nc1ccc(S(=O)(=O)Nc2nc(C)cc(C)n2)cc1	-12.8
CCOCCOc1c(Cl)cccc1NCc1cc(=O)n2ccccc2n1	-14.9
Cn1c(CCC(N)=O)n[nH]c1=S	-5.1
O=C(CCS(=O)Cc1ccccc1Br)Nc1ccccc1F (centres undefined)	1.2
CCCCCn1c(N/N=C\c2ccc(Br)cc2)nc2c1c(=O)[nH]c(=O)n2C	-5.8
C=C1/C(=C\C=C2/CCC[C@]3(C)[C@@H]([C@H](C)CCCC(C)(C)O)CC[C@@H]23)C[C@@H](O)C[C@@H]1O	5.7
CC1CN(C)CCN1CC(=O)Nc1ccnn1Cc1ccccc1 (centres undefined)	-13.7
CC1N=C2c3ccccc3N=C(SCc3cc(=O)n4cc(Cl)ccc4n3)N2C1=O (centres undefined)	-1.9
C=CCN(Cc1ccco1)Cc1c(C(=O)O)[nH]c2ccc(C)cc12	-5.3
CCOC(=O)c1ccccc1SCC(c1ccccc1OC)[N+](=O)[O-] (centres undefined)	-11.2
Cc1cccc(Cn2cc(N3C(=O)C4C5CCC(O5)C4C3=O)cn2)c1 (centres undefined)	1.0
CC(C)C1N(C(N)=S)N=CC1(C)C (centres undefined)	20.9
O=C(c1cn(-c2ccccc2)nn1)N1CCN(C(=O)C2CCCO2)CC1 (centres undefined)	-47.2
CC(=O)N1CCC(NCc2ccc(Br)s2)C(C)C1 (centres undefined)	-33.4
(list continues)
SMILES	mcGAS RapidFire
CCOC(=O)C1(Cc2ccc(OC)cc2)CCN(S(=O)(=O)c2c(C)noc2C)CC1	-2.4
CN(C(=O)c1nc(Cl)ccc1Cl)C1C2CC3CC(C2)CC1C3 (centres undefined)	2.7
c1ccc(-c2nc[nH]c2-c2ccccc2OCCCN2CCOCC2)cc1	-17.7
OC(COc1ccc2c(c1)OCO2)CN1CCN(c2ccc(F)cc2)CC1 (centres undefined)	-37.6
O=C(NCc1ccc(F)cc1)NCC1CN(c2ccccc2)C(=O)O1 (centres undefined)	-5.6
Cc1nnc(CSc2nnc(-c3c[nH]c4ccccc34)o2)o1	-11.8
Cc1onc(-c2ccccc2Cl)c1C(=O)N1CCN(c2cccc(Cl)c2)CC1	1.8
CN(Cc1ccc(N(C)C)cc1)C(=O)C1CC1c1cccc(F)c1 (centres undefined)	0.3
CN(C)c1ccc(C2N3CC4([N+](=O)[O-])CN2CC([N+](=O)[O-])(C3)C4(C)C)cc1 (centres undefined)	-11.7
COc1ccc(OC)c(-n2ccc3c(cnc4ncnn43)c2=O)c1	-4.6
COc1ccc2c(c1)N(Cc1nc3ccsc3c(=O)[nH]1)CCO2	-0.2
Cc1cc(-c2nnc(CCC(=O)N3CCc4c(Cl)cccc4C3)o2)no1	4.5
COc1ccc(CN(C)C(=O)c2cc(-c3cccnc3)on2)cc1	-7.8
Cc1cccc(CNC(=O)N(C)CC2CCCC2)n1	-0.7
COc1ccccc1CCNC(=O)c1ccccc1N1CCC(NC(=O)c2cccs2)CC1	-2.8
CCOC(=O)c1nn(-c2ccccc2)c(=O)cc1OCc1cc(C)ccc1C	-8.1
CCN(CC(=O)NC(C)(C)C)C(=O)c1cc(Cl)ccc1F	3.7
Cc1ccc(C)c(OCC(O)Cn2c(=O)c3nccnc3c(=O)n2C)c1 (centres undefined)	-3.8
CCC1(CC)CNc2ccccc21	-5.9
CN(CC(=O)NC(C)(C)C)c1nc(N2CCCC2)nc(N2CCCC2)n1	6.3
CC(Sc1nncn1C1CC1)C(=O)Nc1ccccc1OC(F)F (centres undefined)	-0.6
Nc1ccnn1Cc1ccccc1Br	-7.3
Cc1[nH]ncc1CCCNc1ncccn1	3.0
CCCCCn1c(=O)c2c(nc3n2CCN3Cc2ccco2)n(C)c1=O	-2.9
COc1ccc(Cl)cc1NC(=O)CCC1CCCN(Cc2ccccn2)C1 (centres undefined)	-10.2
Cc1ccccc1C(=O)NNC(=O)c1cc(F)ccc1F	-2.8
CN(Cc1ccccc1)Cc1nc(C(C)(C)C)cs1	-2.9
Cc1cc(Cl)ccc1C(=O)C1CCCN(C(=O)c2cccs2)C1 (centres undefined)	-9.8
Cc1c(C(=O)NCc2ccc(F)cc2)sc(=O)n1Cc1ccc(Cl)c(Cl)c1	-4.0
Nc1ccc2cc(O)cc(S(=O)(=O)O)c2c1	12.5
O=c1c2c3nc4ccccc4nc3n(C3CCCC3)c2ncn1Cc1ccco1	-5.3
CC(C)c1cc(=O)[nH]c(-n2nc(-c3cccs3)cc2NC(=O)/C=C\c2ccc3c(c2)OCO3)n1	-2.6
CN(C(=O)c1ccc2[nH]c(=O)[nH]c2c1)C1Cc2ccccc2C1	-6.7
O=C(O)CCn1ccc2c(nnc3c(-c4ccccc4)cnn32)c1=O	-2.8
COc1ccc(-c2cc(CNC(=O)C3CC=CCC3)no2)cc1 (centres undefined)	-6.1
C#CCN(CC=C)c1nc2nonc2nc1N1CCCC1	0.5
c1cc2cc(CN3CCOC4(CNCCOC4)C3)ccc2o1 (centres undefined)	-19.8
COCCn1c(SCC(=O)Nc2ccccc2)nc2c(c1=O)SC(C)C2 (centres undefined)	-7.4
CC(C)Nc1ncc(C(=O)NCc2cccnc2N2CCN(C)CC2)cn1	-12.9
O=C(O)Cc1ccc2ccccc2c1Br	-5.2
CN1CCN(C(=O)CCC2CCCN(Cc3ccccc3-c3ccco3)C2)CC1 (centres undefined)	-8.0
CC1CC(CC(=O)NC(C(N)=O)C(C)C)CC(C)(C)C1 (centres undefined)	-0.6
CC(C)CNC(=O)Cc1csc(Nc2ccc(OC(F)(F)F)cc2)n1	-12.1
Cc1[nH]cnc1CN1CCCN(C(=O)c2ccco2)CC1	-15.9
COc1ccc(Nc2nc(N3CCN(c4ccccc4OC)CC3)nc3nccnc23)cc1	-6.0
Cc1ccc(-n2c(SCC(=O)NC(C)C(C)C)nc3ccccc3c2=O)nc1 (centres undefined)	-6.5
COc1cc(C)c(C(C)C)cc1S(=O)(=O)NCc1ccco1	-7.1
O=c1c(-c2cccc3ccccc23)[n+]([O-])c2ccccc2n1O	-10.1
Cc1c(C)n2c3c(=O)n(CCCc4ccccc4)c(=O)n(C)c3nc2n1CCN1CCOCC1	-4.2
COc1cccc(NC(=O)CSc2nc(=O)n3cc(Cl)ccc3n2)c1	-10.2
CC(C)(C)OC(=O)N/N=C\c1ccccc1OCC#N	-1.7
CCOc1ccc(-c2ccnc(-c3ccccc3F)n2)cc1C(=O)O	-11.7
CCN(C(=O)c1ccc(OCc2csc(C)n2)c(OC)c1)C1CCCCC1	9.9
Cc1cc(C(C)C)n2c(nc3ccccc32)c1C#N	5.3
Nc1ccc(N2CCC(Cc3ccccc3)CC2)c(C(=O)N2CCCC2)c1	-4.9
O=C(CN1CCN(c2ncc(C(F)(F)F)cc2Cl)CC1)Nc1ccnn1C1CCCC1	-3.4
CC(CC(=O)c1ccccc1F)C(=O)N(C)C1CCN(C)C1=O (centres undefined)	-3.4
COc1cccc(CN(C)C(=O)c2sc(=O)n(Cc3ccccc3F)c2C)c1	-4.1
COCCCNc1nc2nonc2nc1N1CCN(Cc2cccc(F)c2)CC1	3.0
CN(Cc1csc(C23CC4CC(CC(C4)C2)C3)n1)[C@@H]1CS(=O)(=O)C[C@H]1O	-11.6&-9.6

Some of the entries so far, with bars between the fields.
Structure | mcGAS RapidFire
CN1CCN(C(=O)CCC2CCCN(Cc3ccccc3-c3ccco3)C2)CC1 (centres undefined) | -8.0
CC1CC(CC(=O)NC(C(N)=O)C(C)C)CC(C)(C)C1 (centres undefined) | -0.6
CC(C)CNC(=O)Cc1csc(Nc2ccc(OC(F)(F)F)cc2)n1 | -12.1
Cc1[nH]cnc1CN1CCCN(C(=O)c2ccco2)CC1 | -15.9
COc1ccc(Nc2nc(N3CCN(c4ccccc4OC)CC3)nc3nccnc23)cc1 | -6.0
Cc1ccc(-n2c(SCC(=O)NC(C)C(C)C)nc3ccccc3c2=O)nc1 (centres undefined) | -6.5
COc1cc(C)c(C(C)C)cc1S(=O)(=O)NCc1ccco1 | -7.1
O=c1c(-c2cccc3ccccc23)[n+]([O-])c2ccccc2n1O | -10.1
Cc1c(C)n2c3c(=O)n(CCCc4ccccc4)c(=O)n(C)c3nc2n1CCN1CCOCC1 | -4.2
COc1cccc(NC(=O)CSc2nc(=O)n3cc(Cl)ccc3n2)c1 | -10.2
CC(C)(C)OC(=O)N/N=C\c1ccccc1OCC#N | -1.7
CCOc1ccc(-c2ccnc(-c3ccccc3F)n2)cc1C(=O)O | -11.7
CCN(C(=O)c1ccc(OCc2csc(C)n2)c(OC)c1)C1CCCCC1 | 9.9
Cc1cc(C(C)C)n2c(nc3ccccc32)c1C#N | 5.3
Nc1ccc(N2CCC(Cc3ccccc3)CC2)c(C(=O)N2CCCC2)c1 | -4.9
O=C(CN1CCN(c2ncc(C(F)(F)F)cc2Cl)CC1)Nc1ccnn1C1CCCC1 | -3.4
CC(CC(=O)c1ccccc1F)C(=O)N(C)C1CCN(C)C1=O (centres undefined) | -3.4

Going on with the list.
SMILES	mcGAS RapidFire
CC(C)(C)OC(=O)CSc1nc2ccccc2c(=O)n1C1CCCC1	-2.5
Cc1ccc(C(=O)N2CCN(c3ccc(-n4cccn4)nn3)CC2)cc1C	-3.8
NC1CCN(c2c(F)cc3c(=O)c(C(=O)O)cn(C4CC4)c3c2Cl)C1 (centres undefined)	-1.1
Cc1ccccc1OCCN1C(=O)NC2(CCCc3sccc32)C1=O (centres undefined)	2.3
CSc1nn(C)c2ncn(C(C)c3nc(C(C)(C)C)no3)c(=O)c12 (centres undefined)	-5.7
Cc1c(C(=O)NCc2cccc(C(F)(F)F)c2)sc(=O)n1Cc1ccc(C(=O)N(C)C)cc1	-9.5
CCCc1nc(CN(CC)C(=O)[C@@H]2CCC(=O)N2)no1	-9.7
O=C(NC1CC1)c1cc2n(n1)CCCNC2	-17.2
Ic1ccc(C2=Nc3nnnn3C(c3ccccc3)C2)cc1 (centres undefined)	-16.2&-6.2
CC(=O)N1N=C(c2cccs2)CC1c1ccc(C)o1 (centres undefined)	-5.9

An excerpt; the hit share may differ from the screen's.
